Scp-1 inhibitor – Scp-1 (human) phosphatase inhibition. inhibition, % at 20 µM. Q9GZU7. Recombinant Scp1, phosphopeptide, malachite green phosphate absorbance. 340,000 compounds, 0.88% hits;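 active = inhibition above about 50% at 20 µM, limit read from the data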;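 also: plate controls were DMSO wells with enzyme for no effect and wells lacking enzyme for full effect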
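Assay system: SCP-1 catalytic fragment, aa 76-261 | Buffer or medium: Tris acetate buffer pH 5.5 with MgCl2 and Tween-20 | Compound: One concentration, 20 µM, with 1.0% DMSO | Also added: Phospho 17-mer peptide substrate | Signal: Absorbance at 630 nm | Incubation: 45 min enzyme reaction at room temperature | Measure: % inhibition of SCP-1 phosphate liberation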
NadD block – inhibitors of Staphylococcus aureus NadD. purified NadD enzyme, colorimetric absorbance read-out. inhibition, % at 20 µM. 360,000 compounds, 0.78% hits. AID 602399; in the data active = inhibition above about 26%; also: some compounds past the cut are filed as inactive
DNMT1 inh – inhibitors of human DNMT1; P26358; DNMT1 molecular beacon, Hinp1I cleavage, fluorescence; inhibition (reported as % activation of signal), % at 10 µM; 360,000 compounds, 0.83% hits; AID 588458; in the data active = inhibition above about 50%
CSN inh – inhibitors of human CSN-mediated cullin deneddylation; Purified CSN, SCF-Nedd8-OG deneddylation, fluorescence polarization; inhibition, % at 12.5 µM; 360,000 compounds, 0.38% hits;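 active = pattern-corrected inhibition above about 35%, with an unprinted fluorescence ratio check between 0.5 and 1.5, limit read from the data, passing the limit was not always enough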;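 also: 0% = enzyme with substrate and 100% = substrate without enzyme; some results filed as inactive read as strong as hits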
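Test system: purified human Csn5 enzyme expressed in HEK293T cells. Amount: 0.24 nM enzyme. Reagent: SCFSkp2-Nedd8OG substrate at 10 nM final. Schedule: 90 min incubation of compound, enzyme and substrate at room temperature. Detection: fluorescence polarization. Read-out: % inhibition of substrate cleavage by Csn5.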
Rpn11 inh – Rpn11 (human) deubiquitinase inhibition | AID 588493 | O00487 | 360,000 compounds, 0.59% hits | calls only at 20 µM | human 26S proteasome, Ub4-pepOG fluorescence polarization; 20S core pre-blocked with epoxomicin;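 active = inhibition at 20 µM, scaled to each plate's controls, above about 33%, limit read from the data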
Target sequence (O00487 whole entry, looked up): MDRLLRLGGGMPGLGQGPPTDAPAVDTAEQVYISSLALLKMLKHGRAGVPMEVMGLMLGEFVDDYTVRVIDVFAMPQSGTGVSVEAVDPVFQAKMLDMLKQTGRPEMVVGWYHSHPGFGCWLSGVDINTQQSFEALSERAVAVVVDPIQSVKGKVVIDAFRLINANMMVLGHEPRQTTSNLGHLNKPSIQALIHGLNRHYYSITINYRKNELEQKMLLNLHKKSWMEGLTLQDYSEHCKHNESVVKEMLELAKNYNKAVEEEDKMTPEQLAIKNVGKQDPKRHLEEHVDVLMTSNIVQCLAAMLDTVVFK
MLLE-PAM2 inh – inhibitors of microRNA-mediated deadenylation, human PABP1 MLLE binding; P11940; GST-MLLE / FITC-PAM2 fluorescence polarization; inhibition, % at 20 µM; 360,000 compounds, 0.36% hits; AID 588489; in the data active = inhibition above about 35%, passing the limit was not always enough;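 also: plate controls were DMSO wells with GST-MLLE for no effect and wells lacking GST-MLLE protein for full effect; some results filed as inactive read as strong as hits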
Target sequence (P11940 whole entry, looked up): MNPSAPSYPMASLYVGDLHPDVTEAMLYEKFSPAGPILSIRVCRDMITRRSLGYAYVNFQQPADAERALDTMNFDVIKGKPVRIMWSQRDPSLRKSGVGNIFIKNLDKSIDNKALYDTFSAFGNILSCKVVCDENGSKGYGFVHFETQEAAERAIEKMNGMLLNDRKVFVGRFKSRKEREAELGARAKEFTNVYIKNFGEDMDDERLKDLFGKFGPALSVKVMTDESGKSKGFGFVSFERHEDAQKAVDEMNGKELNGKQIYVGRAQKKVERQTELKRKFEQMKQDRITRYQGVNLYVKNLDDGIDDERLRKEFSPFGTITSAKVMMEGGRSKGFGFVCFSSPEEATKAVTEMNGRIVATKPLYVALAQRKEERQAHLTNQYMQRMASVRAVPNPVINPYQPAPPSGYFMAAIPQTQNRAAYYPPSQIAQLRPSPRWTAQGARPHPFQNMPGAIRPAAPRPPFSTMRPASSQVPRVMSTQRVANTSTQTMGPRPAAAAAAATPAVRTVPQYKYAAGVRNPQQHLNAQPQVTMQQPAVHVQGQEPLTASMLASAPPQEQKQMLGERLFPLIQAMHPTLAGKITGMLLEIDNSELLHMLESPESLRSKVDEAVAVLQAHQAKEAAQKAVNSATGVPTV
STEP block – inhibitors of human striatal-enriched phosphatase STEP. P54829. recombinant STEP, OMFP fluorogenic substrate, fluorescence. inhibition, % at 20 µM. 360,000 compounds, 0.25% hits. AID 588621;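 active = inhibition at 20 µM, scaled per plate between control wells, above about 37%, limit read from the data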;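 also: 0% = DMSO with enzyme and substrate and 100% = substrate only without enzyme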
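Assay system: isolated STEP enzyme / Timing: 20 min at room temperature, dark / Doses: 20 µM, 1% DMSO / Technique: fluorescence intensity, excitation 480 nm, emission 540 nm / Reagent: fluorogenic phosphatase substrate OMFP at 25 µM final / Measure: percent inhibition scaled to no-enzyme and uninhibited-enzyme controls, plate-pattern corrected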
SUMO1 PPI mod – modulators of human SUMO1-mediated protein-protein interactions; SUMO1 binding to a labelled peptide, TR-FRET, 1 h; P63165; 360,000 compounds, 0.33% hits; inhibition, % at 20 µM; in the data active = inhibition above about 37%
Target sequence (P63165 whole entry, looked up): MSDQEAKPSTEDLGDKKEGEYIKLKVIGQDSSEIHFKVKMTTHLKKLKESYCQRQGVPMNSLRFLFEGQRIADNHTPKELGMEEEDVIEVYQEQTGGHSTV
Tb MetRS inh – Trypanosoma brucei MetRS inhibition. purified T. brucei MetRS, ATP depletion, Kinase-Glo luminescence. inhibition, % at 11.9 µM. 360,000 compounds, 0.4% hits. AID 624268;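 active = inhibition above a per-plate cutoff of the control wells' mean inhibition plus 3 SD, cut at about 5.5% in these data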;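 also: 0% = DMSO wells median and 100% = median of wells with control inhibitor compound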
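Test system – parasite MetRS enzyme · Reagent – substrates ATP, L-methionine and bulk Escherichia coli tRNA · Doses – 11.9 µM compound single dose, 0.9% DMSO · Times – 15 min enzyme-compound preincubation, 2 h reaction, 10 min detection, 25 °C · Signal – Kinase-Glo luminescence, ATP depletion format · Controls – DMSO-only wells as low control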
LMPTP block – LMPTP (human) inhibition; recombinant LMPTP-A, OMFP fluorogenic substrate, fluorescence intensity; inhibition, % at 20 µM; 360,000 compounds, 0.22% hits; AID 651560;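 active = compounds that cut the enzyme signal by at least half of the control window in the single-dose screen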;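 also: plate controls were DMSO wells with enzyme plus substrate for no effect and substrate without enzyme for full effect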
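test system = LMPTP-A | amount = 0.625 nM LMPTP-A final | reagent = fluorogenic phosphatase substrate OMFP at 400 µM final | incubation = 50 min at room temperature | benchmarks = no-enzyme low control, uninhibited high control | medium = Bis-Tris pH 6.0, DTT, detergent | signal = fluorescence intensity of OMFP turnover product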
Starred values were filed as active, the others as inactive; i = inactive; . = not tested or not shown; + = active, no number; & = joins results of further samples. Outcome played no part in choosing rows. About 3.6% of those tested had a hit in this group.

Scp-1 inhibitor | NadD block | DNMT1 inh | CSN inh | Rpn11 inh | MLLE-PAM2 inh | STEP block | smiles | SUMO1 PPI mod | Tb MetRS inh | LMPTP block
57* | 4 | 0 | -2 | i | -6 | 0 | CCOC(=O)C1CCCN(C(=O)CN(c2ccc(OC)cc2)S(=O)(=O)c2c(C)noc2C)C1 (stereo not given) | 2 | -0.8 | 0.0
-6 | -1 | 2 | -5 | i | 5 | -1 | CCc1ccccc1N(CC(=O)N1CCN(c2ccccc2F)CC1)S(C)(=O)=O | 0 | 0.3 | -1.9
-5 | -1 | 6 | 1 | i | -2 | -4 | Cc1ccn(CCC(=O)N2c3ccccc3CC2C)n1 (stereo not given) | 8 | 0.1 | 3.1
-1 | -1 | 0 | 2 | i | 3 | -4 | NS(=O)(=O)c1ccc(S(=O)(=O)N(CCc2ccccc2)Cc2ccccn2)cc1 | 2 | -0.8 | -1.7
-4 | -6 | 1 | 3 | i | 6 | 0 | COc1ccc(-n2nc(C(=O)NCC(=O)N3CCN(C)CC3)c3ccccc3c2=O)cc1OC | -12 | -0.2 | -0.7
-8 | -4 | 4 | -2 | i | -5 | 1 | Cn1c(=O)cc(OCC(=O)NCCCN2CCN(c3ccccc3F)CC2)c2ccccc21 | 2 | 0.3 | 0.9
3 | -7 | 3 | 6 | i | -6 | -2 | CCCCN1C(=N)N([C@@H](C)CN2CCC[C@H]2CN2C(N)=NC[C@@H]2Cc2ccccc2)C[C@H]1Cc1ccccc1 | -8 | -0.5 | 3.0
. | 2 | 3 | 4 | i | -2 | 2 | Cc1noc(C)c1NC(=O)N(C)C[C@@H]1OCc2cnnn2CCCC(=O)N([C@@H](C)CO)C[C@H]1C | -2 | -0.9 | -0.8
0 | 2 | -3 | 3 | i | 36 | 0 | NC1=NC2CS(=O)(=O)CC2S1 (stereo not given) | 0 | -1.5 | -1.8
. | 7 | -17 | -1 | i | 7 | -2 | COc1cc(-c2coc3c(C(=O)NCc4ccc(N(C)C)cc4)cccc23)ccc1O | 15 | 0.2 | 4.2
. | -5 | -1 | 3 | i | -2 | -1 | CSc1ncccc1C(=O)OCC(=O)N(C)Cc1ccc(C)cc1 | -1 | 0.0 | -1.3
-8 | 2 | 1 | 0 | i | -19 | -2 | COCCNC(=O)C1CC2Cn3c(nc4cc5ccccc5cc43)C2N1C (stereo not given) | -9 | -0.3 | -0.6
0 | 3 | 1 | -1 | i | -9 | -1 | CCOc1ccc(C2CC(c3ccc(CC)cc3)Nc3nc(N)nn32)cc1 (stereo not given) | 3 | 0.5 | -0.7
82* | 4 | -8 | 110* | + | 9 | 97* | O=C(N/N=C/c1cccnc1)c1cccc(NC(=O)c2ccc(Cl)cc2)c1 | 66* | 0.0 | 20
-6 | -3 | 3 | -2 | i | 33 | -1 | O=C(NC(=S)Nc1ncccn1)c1ccc(Cl)cc1Cl | 3 | 0.4 | 0.3
-5 | 1 | 0 | 3 | i | 4 | 0 | COc1ccc(S(=O)(=O)N2CCN(C(=O)N(C)C)C2C)cc1 (stereo not given) | -15 | 0.0 | -1.8
1 | 2 | -2 | -3 | i | 0 | 0 | O=C(CCc1nc2ccccc2c(=O)[nH]1)NC1CCN(Cc2ccccc2)CC1 | -1 | 0.0 | -1.4
-9 | -7 | 0 | -2 | i | 10 | -5 | CC(=O)Cn1c(=O)c2c(nc3n2CCCN3Cc2ccccc2)n(C)c1=O | -1 | 0.0 | 0.9
. | 3 | 3 | 4 | i | 5 | -3 | COc1ccc(NC(=O)c2cc(C3CCCCN3C(=O)C3CC3)on2)c(C)c1 (stereo not given) | 6 | -0.2 | -1.1
-15 | 4 | -2 | -5 | i | -6 | 0 | COc1cccc(OCc2cc(C(=O)N(Cc3ccccc3)CC3CC3)no2)c1 | 2 | -0.3 | 5.9
-5 | -5 | 2 | -5 | i | 0 | -1 | CCOc1ccccc1NC(=O)CCCCCN1C(=O)[C@@H]2Cc3ccccc3CN2C1=O | 4 | 0.1 | -1.8
-4 | 5 | 1 | 5 | i | -25 | 2 | CCCCSc1nc2sc3c(c2c(=O)n1-c1ccccc1)CCN(C)C3 | -9 | -1.2 | 1.9
-6 | 1 | -2 | -1 | i | 5 | 0 | O=C(Nc1ccc(O)cc1)N1CCOCC1 | 2 | 0.1 | -1.9
. | 5 | -7 | 7 | i | 11 | 0 | Clc1cccc(Cc2c(-c3ccccc3)nc3c4ccccc4ccn23)c1 | -2 | -0.2 | 4.7
-6 | 0 | -2 | -1 | i | -3 | 0 | CCCCNC(=O)c1[nH]c(C)c(C(C)=O)c1C | -2 | -0.5 | -0.7
-4 | 1 | -6 | -2 | i | -1 | -1 | CCOC(=O)c1c(NC(=O)CC2SC(N)=NC2=O)sc2c1CCC(C)C2 (stereo not given) | 2 | -1.4 | 2.9
3 | -1 | 6 | 7 | i | 6 | -1 | O=C(c1cc(C(=O)c2ccco2)cc(C(=O)c2ccco2)c1)c1ccco1 | -11 | 0.4 | 1.9
-1 | 2 | -2 | 0 | i | -1 | -2 | CN1C(=O)/C(=C/c2ccccc2Cl)Sc2ccc(C(=O)NCc3cccnc3)cc21 | -10 | -0.4 | 3.3
-1 | -6 | 1 | -4 | i | 8 | 7 | CCOC(=O)C1CCN(C(=O)CN(c2ccc(Oc3ccccc3)cc2)S(C)(=O)=O)CC1 | 1 | -1.0 | -1.1
-12 | 6 | 0 | -1 | i | 2 | -2 | CN(C(=O)COC(=O)Cc1c(Cl)cccc1Cl)C1CCS(=O)(=O)C1 (stereo not given) | -1 | -0.5 | -0.2
0 | 2 | -4 | 3 | i | -1 | 0 | O=C(O)CN(c1ccccn1)S(=O)(=O)c1ccc(Cl)cc1 | -4 | -0.3 | -0.3
-9 | 6 | -1 | 2 | i | -4 | -2 | Nc1cccnc1-n1nc(C(F)(F)F)cc1C(F)(F)F | -1 | 0.2 | -1.8
-9 | -5 | -14 | 6 | i | -9 | -5 | COc1ccc(Oc2cn[nH]c2-c2ccc(OC)cc2O)cc1 | 6 | 0.0 | 2.0
-2 | -7 | 2 | 3 | i | 7 | 1 | CCOC(=O)c1oc2ccccc2c1NC(=O)c1ccco1 | -8 | -0.6 | 0.7
-4&-9 | -1&-3 | 2&0 | 1&0 | i | 3&7 | 3&1 | CN(C)CCC(c1ccc(Cl)cc1)c1ccccn1 (stereo not given) | -1&0 | -0.7&-0.9 | -1.6&0.2
6 | -3 | 4 | -2 | i | 9 | 1 | CCOc1ncccc1C(=O)OCc1c(F)cccc1Cl | -1 | -1.2 | 2.7
-6 | 3 | 1 | -1 | i | -3 | 0 | CN(CC(=O)Nc1cccc(F)c1)C(=O)c1ccccc1Cc1ccccc1 | -1 | 0.2 | 1.8
-7 | 1 | -3 | 4 | i | 7 | 0 | O=C(CSc1ccc(-c2ccccn2)nn1)N1CCCCC1 | 5 | -0.4 | -0.8
-3 | 3 | -1 | -6 | i | -3 | 1 | COC(=O)CCCC(=O)N1CCCC(CCC(=O)NCc2ccc(F)c(F)c2)C1 (stereo not given) | 16 | -0.7 | 1.8
17 | 0 | 9 | 4 | i | -15 | 5 | CC(=O)N1CCc2[nH]c3ccccc3c2C1 | 6 | -1.6 | 0.7
-4 | 3 | -2 | 0 | i | -2 | -3 | CCC1CN(C(=O)N2CCC(C(=O)Nc3ccccc3OC)CC2)c2ccccc2O1 (stereo not given) | -6 | -0.2 | -0.8
-9 | -2 | 0 | -1 | i | 6 | -3 | Cc1cc(=O)n2nc(N3CCCC(C(=O)NCc4ccc(Cl)cc4)C3)sc2n1 (stereo not given) | 0 | 0.2 | -2.1
-7 | -1 | 0 | -1 | i | 9 | -2 | Cc1cc2c(ncn2C(C)C)c(NS(=O)(=O)c2ccc(F)cc2)c1C | -1 | -0.3 | 1.2
-12 | -7 | 1 | 0 | i | -9 | 1 | COc1cc(C(C)=O)ccc1Oc1ncnc2c1cnn2-c1ccc(C)c(C)c1 | 13 | -0.2 | 0.5
-3 | -4 | 2 | -7 | i | 0 | -2 | CC(C)(C)C(=O)NC(n1cnc2c(N3CCOCC3)ncnc21)C(Cl)(Cl)Cl (stereo not given) | -6 | -0.5 | -1.8
-4 | -2 | 10 | 0 | i | -1 | 0 | COc1ccc(Br)c2oc(SC)cc(=O)c12 | 6 | 0.0 | -0.5
-1 | 7 | -4 | 2 | i | 13 | 1 | COc1ccc(C2c3[nH]c4ccccc4c3C[C@H]3C(=O)N(c4ccccc4C(=O)N4CCC[C@H]4C(=O)O)C(=O)N23)cc1 (stereo not given in full) | 1 | -1.8 | 0.9
-5 | 1 | 2 | 2 | i | -5 | 2 | Cc1ccc(O)c(CNc2nc3ccccc3n2C(C)C)c1 | 4 | 1.1 | 0.6
-7 | -4 | -4 | -1 | i | 12 | -2 | COc1ccccc1NS(=O)(=O)c1ccc(Cl)c(NC(=O)C(C)N2C(=O)c3ccccc3C2=O)c1 (stereo not given) | 7 | -0.1 | -0.9
-11 | -7 | 3 | -3 | i | -11 | 2 | COC(=O)c1cn(C(=O)c2cc(OC)c(OC)c(OC)c2)c2ccccc12 | 2 | -0.1 | 1.6
4 | 11 | -3 | 8 | i | -30 | 6 | CCN(CC)c1ccc(NC(=O)c2ccc3c(c2)c(C)c(C)n3C)cc1 | -3 | 0.0 | 6.3
0 | 0 | 0 | 4 | i | -10 | 1 | CCOc1ccc(NS(=O)(=O)c2ccc(C(=O)NCCCN3CCOCC3)cc2)cc1 | -2 | -0.2 | -1.9
-10 | -1 | -1 | -9 | i | 10 | -3 | COc1ccc(NS(=O)(=O)c2ccc(/C=C/C(=O)O)cc2)cc1S(=O)(=O)N1CCOCC1 | 10 | 1.4 | 0.6

2 compounds from above, limited to Scp-1 inhibitor and NadD block.
Molecule | Scp-1 inhibitor | NadD block
Cc1cc2c(ncn2C(C)C)c(NS(=O)(=O)c2ccc(F)cc2)c1C | -7 | -1
COc1cc(C(C)=O)ccc1Oc1ncnc2c1cnn2-c1ccc(C)c(C)c1 | -12 | -7
